M. tuberculosis: growth inhibition of non-replicating M. tuberculosis (AID 488890); Mycobacterium tuberculosis non-replicating, growth inhibition; higher % means a stronger effect; actives 0.39% (n = 320,000); one-dose inhibition, % at 25 µM; IC50 in µM for titrated hits; in the data active = a potency from the dose series; inconclusive = inhibition mostly from about 82% at the one dose, without a potency; inactive = the rest, 99 in 100 with inhibition below about 76%;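 note: plate controls were DMSO cells for no effect and high antibiotic wells for full effect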
influenza NS1A: H1N1 influenza NS1A inhibitors, functional cell based assay (AID 504329). NS1A functional cell-based assay, percent inhibition; higher % means a stronger effect. one-dose inhibition, % at 12.5 µM; IC50 in µM for titrated hits. actives 0.3% (n = 340,000); in the data active = a potency from the dose series; inconclusive = inhibition above about 27% without an active follow-up result; note: strong numbers were not always called active
Salmonella PhoP GFP: PhoP regulon inhibitors, Salmonella typhi PhoP promoter GFP reporter, confirmatory (AID 1850). Salmonella Typhi PhoP-promoter GFP reporter, fluorescence, 4 h; higher % means a stronger effect. one-dose inhibition, % at 50 µM; IC50 in µM for titrated hits. actives 0.33% (n = 310,000); in the data active = a potency from the dose series; inconclusive = inhibition mostly from about 25% at the one dose, without a potency; inactive = the rest, 99 in 100 with inhibition below about 19%;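 note: 0% = induced wells with vehicle and 100% = uninduced wells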
H37Rv inhibition: M. tuberculosis growth inhibition, HTS (AID 449762). M. tuberculosis H37Rv growth inhibition, 7H9 media; higher % means a stronger effect. inhibition, % at 25 µM, or IC50 in µM where a hit was titrated. actives 0.59% (n = 330,000); in the data active = a potency from the dose series; inconclusive = inhibition above about 70% without an active follow-up result;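 note: bacterial growth assessed after seven days of incubation; strong numbers were not always called active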
inhibitors of VEEV: inhibitors of VEEV TC-83 cytopathic effect, confirmation, Vero cells (AID 588727). Vero cells, VEEV TC-83 cytopathic effect inhibition; higher % means a stronger effect. inhibition, % at 20 µM, or IC50 in µM where a hit was titrated. actives 0.13% (n = 350,000); in the data active = a potency from the dose series; inconclusive = inhibition mostly from about 14% at the one dose, without a potency; inactive = the rest, 99 in 100 with inhibition below about 12%; note: strong numbers were not always called active
inhibitors of VEEV 10K pilot screen: also measured in inhibitors of VEEV; calls as there; inhibition, %; measured here: 10K pilot screen inhibition
An asterisk follows results filed as active; i = inactive; ? = inconclusive; · = no result given.

SMILES	M. tuberculosis	influenza NS1A	Salmonella PhoP GFP	H37Rv inhibition	inhibitors of VEEV	others
O=C(NCCN1CCN(c2ccccc2)CC1)C1CCN(S(=O)(=O)c2cccs2)CC1	·	-1%	·	·	0.3%
Cc1cc(C)n(-c2ccc(C(=O)O)cc2[N+](=O)[O-])n1	-8%	2%	3%	1%	0.2%
Oc1ccccc1C1OCC2(CO1)COC(c1ccccc1O)OC2 (stereo unspecified)	-13%	0%	-3%	3%	i	inhibitors of VEEV 10K pilot screen=0.2
O=C1[C@H]2[C@@H](c3ccc(F)cc3)N3C(=O)N(c4ccc(C(F)(F)F)cc4)C(=O)[C@@]3(Cc3ccccc3)[C@H]2C(=O)N1C1CCCCC1	29%	10%	-1%	-1%	i
CN(C(=O)c1cccc(NC(=O)c2ccccc2)c1)C1CCCCC1	29%	-7%	-6%	-6%	5.7%
Cc1cc(=O)oc2c(C)c(OC(C)C(=O)Nc3ccc(N4CCC(C)CC4)cc3)ccc12 (stereo unspecified)	48%	7%	-15%	3%	0.3%
Cc1cc(C)c(C#N)c(SCCS(=O)(=O)Cc2ccc(Cl)cc2)n1	-9%	-18%	-7%	-3%	0.1%
Cc1cc(C)cc(N(CC(=O)NC2CCCC2)C(=O)CCC(=O)Nc2cc(C)ccn2)c1	-6%	11%	6%	-4%	3.5%
O=C(Nc1ccc(N2CCOCC2)cc1)Nc1cnsn1	0%	1%	-1%	2%	3.0%
COc1ccccc1C(=O)OCC(=O)Nc1ccc(OC(F)F)cc1	37%	-3%	-2%	-6%	1.2%
Cc1ccc(S(=O)(=O)Nc2ccccc2CNc2cccc(C)n2)cc1	18%	10%	-7%	-4%	i
CCOC(=O)N1CCN(C(=O)c2nn(C)c3c2CSc2ccccc2-3)CC1	14%	31%	-14%	-9%	1.9%

Of the compounds above, 2 have two or more sulfur atoms:
SMILES	M. tuberculosis	influenza NS1A	Salmonella PhoP GFP	H37Rv inhibition	inhibitors of VEEV	others
O=C(NCCN1CCN(c2ccccc2)CC1)C1CCN(S(=O)(=O)c2cccs2)CC1	·	-1%	·	·	0.3%
Cc1cc(C)c(C#N)c(SCCS(=O)(=O)Cc2ccc(Cl)cc2)n1	-9%	-18%	-7%	-3%	0.1%

The listing continues.
SMILES	M. tuberculosis	influenza NS1A	Salmonella PhoP GFP	H37Rv inhibition	inhibitors of VEEV	others
CN(Cc1cc2ccccc2[nH]c1=O)C(=O)COc1ccccc1	11%	11%	-3%	-3%	1.5%
O=C(CSc1nnc(Cc2cccs2)n1-c1ccccc1)Nc1ccc2c(c1)OCCO2	34%	3%	0%	-6%	3.2%	inhibitors of VEEV 10K pilot screen=1.2
Cn1c(CC(=O)c2ccc(Br)cc2)[n+](C)c2ccccc21	-7%	-4%	-2%	-4%	0.9%
CCCNC(=O)OCCC12CC3CC(CC(C3)C1)C2	69%	1%	-6%	1%	0.7%
Cn1c(N/N=C2\CCCc3ccccc32)nc2c1c(=O)n(Cc1ccccc1)c(=O)n2C	3%	-4%	-1%	6%	13%
O=C(OCCCN=C1NS(=O)(=O)c2ccccc21)C1CC(=O)N(c2ccc(Cl)cc2)C1 (stereo unspecified)	-8%	11%	6%	0%	0.5%
COCc1cc(C)c(C#N)c(=S)[nH]1	-5%	6%	-11%	-3%	0.6%
O=C(NCC(c1ccco1)N1CCc2ccccc2C1)c1c(F)cccc1F (stereo unspecified)	3%	-4%	4%	8%	i
COc1ccc(CNC(=O)c2ccc(NC(=O)C3=CSCCO3)cc2)cc1	0%	7%	7%	9%	0.7%
Cc1ccc(NC(=S)NN2CCN(C)CC2)cc1	-25%	27%	-6%	4%	i
O=C(Oc1ccc(C(=S)N2CCOCC2)cc1)c1ccc(Br)cc1	66%	-2%	-1%	2%	0.4%
Cc1ccc(CNC(=O)COC(=O)c2ccc(S(=O)(=O)NCc3ccco3)cc2)cc1	-15%	-10%	·	4%	1.4%
COc1cccc(N(CC(=O)NC2CCCCC2)C(=O)Cn2nnc(-c3ccc(C)o3)n2)c1	·	2%	·	·	3.7%
COc1cc(NC(=O)COC(=O)c2ccc([N+](=O)[O-])s2)cc(OC)c1OC	?	-6%	·	31%	4.8%
CCOC(=O)CSc1nnc(-c2nnc(SCC(=O)OCC)n2CC)n1CC	25%	-5%	9%	4%	0.1%
COc1ccc(CC(=O)Nc2sc3c(c2C(N)=O)CCCC3)cc1OC	-7%	-1%	12%	2%	1.7%
O=C(NCCS(=O)(=O)N1CCN(c2ccccc2F)CC1)c1ccc(Br)o1	23%	-3%	13%	9%	1.2%
CN(C)C1(CNC(=O)c2ccc(NS(=O)(=O)c3ccc(Cl)c(Cl)c3)cc2)CCCCC1	27%	-3%	·	-4%	2.3%
Cc1cc(C)n2nc(-c3cnn(C)c3C(F)(F)F)cc2n1	4%	-12%	17%	-2%	i
CCCCOc1ccc(C(=O)Nc2ccc3c(c2)C(=O)NC3=O)cc1	·	25%	-6%	-5%	1.6%
Cc1cc(C)n2c(Br)c(CSc3nc4ccccc4s3)nc2n1	28%	1%	0%	-1%	0.9%
O=c1nc(SCc2c(F)cccc2Cl)nc(-c2ccc(Cl)cc2)[nH]1	24%	9%	4%	1%	3.4%
COC(=O)c1ccc(-c2noc(CN(C)Cc3ccncc3C)n2)cc1	63%	13%	3%	39%	1.7%
Cc1ccc(C(=O)NCCSc2ccccc2)cc1S(=O)(=O)Nc1ccccc1	2%	7%	-2%	2%	i
CCOc1ncccc1C(=O)OCc1cc(=O)oc2c(C)c(C)ccc12	·	0%	-3%	·	7.2%

Of the compounds above, these have four or more nitrogen atoms:
SMILES	M. tuberculosis	influenza NS1A	Salmonella PhoP GFP	H37Rv inhibition	inhibitors of VEEV	others
O=C(NCCN1CCN(c2ccccc2)CC1)C1CCN(S(=O)(=O)c2cccs2)CC1	·	-1%	·	·	0.3%
Cc1cc(C)cc(N(CC(=O)NC2CCCC2)C(=O)CCC(=O)Nc2cc(C)ccn2)c1	-6%	11%	6%	-4%	3.5%
O=C(Nc1ccc(N2CCOCC2)cc1)Nc1cnsn1	0%	1%	-1%	2%	3.0%
CCOC(=O)N1CCN(C(=O)c2nn(C)c3c2CSc2ccccc2-3)CC1	14%	31%	-14%	-9%	1.9%
O=C(CSc1nnc(Cc2cccs2)n1-c1ccccc1)Nc1ccc2c(c1)OCCO2	34%	3%	0%	-6%	3.2%	inhibitors of VEEV 10K pilot screen=1.2
Cn1c(N/N=C2\CCCc3ccccc32)nc2c1c(=O)n(Cc1ccccc1)c(=O)n2C	3%	-4%	-1%	6%	13%
Cc1ccc(NC(=S)NN2CCN(C)CC2)cc1	-25%	27%	-6%	4%	i
COc1cccc(N(CC(=O)NC2CCCCC2)C(=O)Cn2nnc(-c3ccc(C)o3)n2)c1	·	2%	·	·	3.7%
CCOC(=O)CSc1nnc(-c2nnc(SCC(=O)OCC)n2CC)n1CC	25%	-5%	9%	4%	0.1%
Cc1cc(C)n2nc(-c3cnn(C)c3C(F)(F)F)cc2n1	4%	-12%	17%	-2%	i
Cc1cc(C)n2c(Br)c(CSc3nc4ccccc4s3)nc2n1	28%	1%	0%	-1%	0.9%
COC(=O)c1ccc(-c2noc(CN(C)Cc3ccncc3C)n2)cc1	63%	13%	3%	39%	1.7%
